NCI-60 one-dose screen, 48 h, at 10 µM unless noted. Numbers give growth in % (100 = growth as untreated, 0 = no growth, -100 = all killed).
786-0 – 786-0 renal cancer cells | hit rate 5.1% among 81,000 | AID 1794775
DU-145 – DU-145 prostate cancer | hit rate 4.2% among 81,000 | AID 1794760
SF-295 – SF-295 CNS cancer cells. hit rate 5.6% among 79,000. AID 1794758
U251 – U251 CNS tumor cells; hit rate 5.4% among 80,000
PC-3 – PC-3 prostate cancer cells; hit rate 3.9% among 80,000
UO-31 – UO-31 renal cancer; AID 1794768; hit rate 5.2% among 81,000
TK-10 – TK-10 renal cancer cells. hit rate 3.9% among 81,000
SN12C – SN12C renal cancer cells; hit rate 3.8% among 81,000
SF-539 – SF-539 CNS cancer. hit rate 6.8% among 81,000
Active calls of the source: *. The calls were made as follows: active = growth percent below 10; inactive = the rest. This is a random part of the collection; overall some 10% were active at least once.

What do the screens show for `C=C1C(=O)O[C@H]2[C@H]1CC/C(C=Nc1ccc(C(F)(F)F)cc1N)=C\CC[C@@]1(C)O[C@@H]21`?
786-0: 25.0; DU-145: 17.4; SF-295: 45.4; U251: 14.6; PC-3: 14.2; UO-31: 30.3; TK-10: 1.4*; SF-539: -7.2*

What do the screens show for `Nc1ccc(S(=O)(=O)Nc2ncc(O)cn2)cc1`?
786-0: 103.6; DU-145: 91.7; SF-295: 101.1; U251: 93.7; PC-3: 112.1; UO-31: 90.8; TK-10: 109.2; SN12C: 97.3; SF-539: 84.0

How did COc1ccc(/C(=C\c2cc(OC)c(OC)c(OC)c2)C(=O)N2CCCNCC2)cc1 do in these assays?
786-0: 111.3; DU-145: 115.0; SF-295: 101.0; U251: 108.6; PC-3: 91.8; UO-31: 85.9; TK-10: 101.2; SN12C: 105.6; SF-539: 108.3

What do the screens show for `ClC(Cl)(Cl)c1ncnc2nc[nH]c12`?
786-0: 107.0; DU-145: 102.5; SF-295: 104.1; U251: 103.2; PC-3: 92.1; UO-31: 85.1; TK-10: 114.2; SN12C: 98.7; SF-539: 93.3

How did CCC(C)N(c1ccc(OC)cc1)c1nc(-c2ccc([N+](=O)[O-])cc2)cs1 (stereo not drawn) do in these assays?
786-0: 94.2; DU-145: 95.3; SF-295: 98.3; U251: 95.9; PC-3: 84.9; UO-31: 71.2; TK-10: 99.3; SN12C: 97.3; SF-539: 103.2

How did COc1ccc(-n2ncn(Cc3cc(=O)oc4c3ccc3ccccc34)c2=O)cc1 do in these assays?
786-0: 99.8; DU-145: 103.8; SF-295: 101.0; U251: 100.4; PC-3: 91.6; UO-31: 80.5; TK-10: 117.1; SN12C: 95.0; SF-539: 92.8

Results for COc1ccc2cc(C(C)C(=O)Nc3ccc(C(=O)Nc4ccc(S(N)(=O)=O)cc4)cc3)ccc2c1 (stereo not drawn) ?
786-0: 111.5; DU-145: 114.4; SF-295: 108.9; U251: 100.4; PC-3: 94.9; UO-31: 76.9; TK-10: 119.6; SN12C: 106.3; SF-539: 89.2

Results for COc1ccc2c(c1)C=CC(C#N)N2 (stereo not drawn) ?
786-0: 96.5; DU-145: 110.1; U251: 103.8; PC-3: 94.5; UO-31: 97.6; TK-10: 114.3; SN12C: 92.1; SF-539: 93.8

Results for COc1cc(-c2noc(-c3ccccc3)n2)cc(OC)c1OC ?
786-0: 89.9; DU-145: 92.0; SF-295: 94.7; U251: 101.3; PC-3: 74.6; UO-31: 74.8; TK-10: 92.4; SN12C: 88.7; SF-539: 94.7

Results for Cc1c(C)c2c(c(C)c1NC(=O)CCCCCCC(=O)NO)CCC(C)(CCCC(C)CCCC(C)CCCC(C)C)O2 (stereo not drawn) ?
786-0: 78.9; DU-145: 100.3; SF-295: 93.3; U251: 63.2; PC-3: 73.7; UO-31: 66.0; TK-10: 94.8; SN12C: 83.0; SF-539: 80.0

How did CN(C)c1ccc(-c2ccc3[nH]c(=O)nc(-c4ccc(F)cc4)c3c2)cn1 do in these assays?
786-0: 30.4; DU-145: 51.6; SF-295: 21.5; U251: 31.3; PC-3: 41.7; UO-31: 52.9; TK-10: 73.7; SN12C: 45.3; SF-539: 24.2

What do the screens show for `COc1cc2oc(-c3cccc(NC(=O)[C@@H](CO)NC(=O)OC(C)(C)C)c3)cc(=O)c2c(OC)c1OC`?
786-0: 103.0; DU-145: 107.2; SF-295: 101.2; U251: 103.3; PC-3: 98.3; UO-31: 92.1; TK-10: 105.2; SN12C: 104.0; SF-539: 98.7

Results for O=C(CSc1ccc(Cl)cc1)NC(O)C(Cl)(Cl)Cl (stereo not drawn) ?
786-0: 106.5; DU-145: 102.8; SF-295: 105.5; U251: 96.7; PC-3: 97.4; UO-31: 87.5; TK-10: 104.5; SN12C: 100.0; SF-539: 112.7

What do the screens show for `Cc1cc(=O)oc2cc(OCCOc3ccc(/C=C/C(=O)Nc4ccccc4[N+](=O)[O-])cc3)ccc12`?
786-0: 108.8; DU-145: 109.8; SF-295: 117.1; U251: 105.9; PC-3: 95.1; UO-31: 84.8; TK-10: 161.1; SN12C: 103.3; SF-539: 96.0

What do the screens show for `Cc1nc2c(C)c(C(=O)Nc3cccc(C(F)(F)F)c3)sc2c(=O)[nH]1`?
786-0: 88.4; DU-145: 94.7; SF-295: 97.7; U251: 88.9; PC-3: 83.8; UO-31: 61.0; TK-10: 85.3; SN12C: 95.4; SF-539: 96.8

How did CCCCCCCCCCCC[Si](F)(CCCCCCCC)CCCCCCCC do in these assays?
786-0: 99.5; DU-145: 105.5; SF-295: 69.8; U251: 102.3; PC-3: 106.8; UO-31: 85.6; TK-10: 100.4; SN12C: 99.6; SF-539: 98.1

Results for COc1cccc(C2C(C#N)=C(N)Oc3cc(OCCCCCC[P+](c4ccccc4)(c4ccccc4)c4ccccc4)ccc32)c1 (stereo not drawn) ?
786-0: -46.3*; DU-145: 1.6*; SF-295: -41.4*; U251: -79.4*; PC-3: -13.1*; UO-31: 39.2; TK-10: -16.5*; SN12C: -31.4*; SF-539: -58.1*

What do the screens show for `N=C(N)c1ccc(-c2ccc(-c3ccccc3)s2)cc1F`?
786-0: -85.0*; DU-145: -95.5*; SF-295: -77.9*; U251: -94.5*; PC-3: -88.0*; UO-31: -91.2*; TK-10: -95.0*; SN12C: -83.6*; SF-539: -97.3*

How did COc1cc(/C=N/NC(=O)c2ccc(S(N)(=O)=O)cc2)ccc1O do in these assays?
786-0: 104.1; DU-145: 105.0; SF-295: 96.1; U251: 95.2; PC-3: 98.4; UO-31: 86.1; TK-10: 101.5; SN12C: 100.6; SF-539: 91.9

How did O=NN(CC(=O)N/N=C/C=C\c1ccccc1)CC(=O)N/N=C/C=C/c1ccccc1 do in these assays?
786-0: 110.0; DU-145: 109.4; SF-295: 105.8; U251: 89.0; PC-3: 85.2; UO-31: 91.9; TK-10: 130.8; SN12C: 78.1; SF-539: 92.3

Results for COc1cc(C=O)cc(Cl)c1OC ?
786-0: 110.7; DU-145: 101.0; SF-295: 107.5; U251: 103.4; PC-3: 99.7; UO-31: 90.2; TK-10: 86.6; SN12C: 98.9; SF-539: 111.4

How did Cn1cc(-c2cc(N)n3nc(-c4cn(C)c5ccc(Cl)cc45)cc3n2)c2ccccc21 do in these assays?
786-0: 88.4; DU-145: 111.1; SF-295: 97.2; U251: 103.0; PC-3: 109.5; UO-31: 106.9; TK-10: 79.3; SN12C: 108.2; SF-539: 105.2

Results for O=C(O)c1cc(O)cc(O)c1 ?
786-0: 98.1; SF-295: 115.2; U251: 107.9; PC-3: 105.4; UO-31: 89.1; TK-10: 111.1; SN12C: 101.7; SF-539: 109.1

What do the screens show for `Cc1occc1-c1nnc(SCC(=O)c2ccc(NC(=O)CC(C)C)cc2)o1`?
786-0: 96.3; DU-145: 108.9; SF-295: 103.6; U251: 104.8; PC-3: 100.5; UO-31: 93.7; TK-10: 123.3; SN12C: 107.1; SF-539: 100.5

What do the screens show for `O=C1OC(c2ccc3c(c2)OCO3)C=C1Nc1nc(-c2ccc(Cl)cc2)cs1` (stereo not drawn)?
786-0: 95.5; DU-145: 111.4; SF-295: 106.2; U251: 91.3; PC-3: 81.3; UO-31: 89.6; TK-10: 74.9; SN12C: 107.2; SF-539: 102.6

Results for O=C(CN1C(=O)NC2NC(=O)NC21)N/N=C/C=C/c1ccccc1[N+](=O)[O-] (stereo not drawn) ?
786-0: 104.5; DU-145: 112.4; SF-295: 100.5; U251: 99.7; PC-3: 100.4; UO-31: 81.4; TK-10: 135.2; SN12C: 96.5; SF-539: 96.3

What do the screens show for `COc1ccc2nc(-c3ccc(Cl)cc3)cc(-c3nnc(SCC(=O)c4ccccc4)o3)c2c1`?
786-0: 79.9; DU-145: 102.8; SF-295: 91.3; U251: 93.0; PC-3: 102.1; UO-31: 90.1; TK-10: 80.3; SN12C: 96.2; SF-539: 101.1

What do the screens show for `CN1CCN(CC#CCNC(=O)[C@]23CCC(C)(C)C[C@H]2C2=CC[C@@H]4[C@@]5(C)Cc6c([nH]c7ccccc67)C(C)(C)[C@@H]5CC[C@@]4(C)[C@]2(C)CC3)CC1`?
786-0: 64.5; DU-145: 61.9; SF-295: 107.8; U251: 42.7; PC-3: 56.7; UO-31: 64.2; TK-10: 91.8; SN12C: 77.8; SF-539: 82.6

Results for CCCNc1ncnc2c1cnn2C ?
786-0: 102.3; DU-145: 108.4; SF-295: 104.1; U251: 101.4; PC-3: 88.6; TK-10: 102.8; SN12C: 89.3; SF-539: 100.4

What do the screens show for `Cc1ccc(S(=O)(=O)C/C(=N\NC(=O)c2ccc(S(N)(=O)=O)cc2)c2cc3ccccc3o2)cc1`?
786-0: 102.1; DU-145: 102.4; SF-295: 93.0; U251: 103.8; PC-3: 92.6; UO-31: 81.9; TK-10: 100.7; SN12C: 94.1; SF-539: 91.0

What do the screens show for `CCN(CC)c1ccc(NC(c2ccccc2)C(O)c2ccccc2)cc1` (stereo not drawn)?
786-0: 103.5; DU-145: 113.1; SF-295: 96.5; U251: 90.1; PC-3: 86.5; UO-31: 93.0; TK-10: 117.7; SN12C: 103.5; SF-539: 95.6

Results for CC1=C(Br)C(=O)C(C)=C(Br)C1=O ?
786-0: 100.9; DU-145: 114.1; SF-295: 110.7; U251: 101.2; PC-3: 83.7; UO-31: 81.2; SN12C: 99.7; SF-539: 119.5

Results for Cc1n[nH]c2ccc(Br)cc2c1=O ?
786-0: 101.6; DU-145: 103.8; SF-295: 87.0; U251: 100.3; PC-3: 90.9; UO-31: 75.8; TK-10: 104.3; SN12C: 106.0; SF-539: 98.1

What do the screens show for `CC(=O)[C@H]1CCC2C3C=CC4=CC(=O)CC[C@@]4(C)C3CC[C@@]21C` (stereo partly drawn)?
786-0: 102.3; DU-145: 111.8; SF-295: 107.5; U251: 105.1; PC-3: 100.8; UO-31: 81.7; TK-10: 102.7; SN12C: 107.4; SF-539: 102.8

Results for COc1cc(C(=O)c2cnc(-c3ccc4cc[nH]c4c3)[nH]2)cc(OC)c1OC ?
786-0: -8.8*; DU-145: -1.5*; SF-295: 5.4*; U251: 10.0; PC-3: 18.0; UO-31: 11.4; TK-10: 33.3; SN12C: 20.5; SF-539: -5.7*

How did CN1CCc2c(c3ccccc3n2Cc2ccccc2)C1 do in these assays?
786-0: 79.6; DU-145: 109.8; SF-295: 102.4; U251: 90.5; PC-3: 68.8; UO-31: 63.8; TK-10: 101.0; SN12C: 87.2; SF-539: 92.9

Results for CC/C(=C(/c1ccc(Cl)cc1)c1ccc(OCCN2CCCCC2)cc1)c1ccccc1 ?
786-0: 75.8; DU-145: 92.3; SF-295: 94.9; U251: 56.9; PC-3: 58.3; UO-31: 69.6; TK-10: 101.0; SN12C: 89.3; SF-539: 91.5

Results for CC(CO)N1CCCCCC1 (stereo not drawn) ?
786-0: 94.1; DU-145: 108.5; SF-295: 96.6; U251: 97.6; PC-3: 97.9; UO-31: 80.7; TK-10: 100.1; SN12C: 92.5; SF-539: 96.1

How did Cc1cc2nnc3c4cccnc4c(C#N)n3c2cc1C do in these assays?
786-0: 97.5; DU-145: 103.5; SF-295: 111.1; U251: 98.2; PC-3: 71.2; UO-31: 98.6; TK-10: 45.8; SN12C: 113.3; SF-539: 107.7

Screening results (PubChem)
